Assay outcomes deposited in PubChem BioAssay by Sanford-Burnham Center for Chemical Genomics.
PfGluPho inh – PfG6PD (Plasmodium falciparum) enzyme inhibition | PfGluPho enzyme, NADPH resazurin-diaphorase fluorescence | inhibition, % at 20 µM | 350,000 compounds, 0.78% hits | AID 504690;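 active means inhibition reaching at least a set limit at 20 µM in the primary screen, cut at about 59% in these data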;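 further: 0% = DMSO wells with substrate and 100% = DMSO wells lacking glucose-6-phosphate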
SENP7 inh – inhibitors of human SENP7 protease. 330,000 compounds, 1.5% hits. inhibition, % at 5 µM. AID 434973. recombinant SENP7, Z-RLRGG-aminoluciferin luminescence, 40 min. Q9BQF6;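 active means inhibition above about 50% at the single test dose, limit read from the data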;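 further: plate controls were DMSO with enzyme for no effect and no enzyme buffer wells for full effect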
Target sequence (Q9BQF6 706-1050 limits assumed): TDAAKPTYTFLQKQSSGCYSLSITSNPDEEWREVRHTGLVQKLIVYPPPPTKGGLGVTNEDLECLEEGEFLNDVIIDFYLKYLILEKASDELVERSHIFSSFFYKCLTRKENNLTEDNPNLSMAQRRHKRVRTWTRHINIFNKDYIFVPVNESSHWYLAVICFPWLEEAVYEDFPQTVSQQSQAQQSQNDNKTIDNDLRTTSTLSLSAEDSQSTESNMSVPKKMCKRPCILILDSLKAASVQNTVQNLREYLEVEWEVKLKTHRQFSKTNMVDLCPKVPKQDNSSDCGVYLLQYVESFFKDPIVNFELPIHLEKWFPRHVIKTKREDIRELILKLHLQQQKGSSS
Apaf1 inhib – human Apaf-1 inhibition | O14727 | reconstituted apoptosome caspase-3 activity, DEVD-Rh110 fluorescence | inhibition, % at 20 µM | 330,000 compounds, 0.71% hits; active means inhibition of at least 40% at 20 µM;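 further: plate controls were DMSO wells for no effect and DEVD-CHO caspase inhibitor wells for full effect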
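Material: reconstituted apoptosome with Apaf-1, cytochrome c, caspase-9, procaspase-3, dATP; medium: pH 7.5 Hepes buffer with CHAPS, BSA, DTT; also added: cytochrome c and DEVD-Rh110 substrate; timing: 30 min plus 50 min, RT; signal: Rh110 fluorescence intensity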
HKDC1 inh – inhibitors of human hexokinase HKDC1; Q2TB90; recombinant HKDC1, G6PDH/diaphorase resazurin coupled fluorescence; inhibition, % at 20 µM; 340,000 compounds, 0.16% hits; AID 493160;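 active means inhibition above about 35% when tested at 20 µM, limit read from the data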;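 further: plate controls were DMSO wells with enzyme for no effect and DMSO wells lacking enzyme for full effect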
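Assay system: recombinant HKDC1 hexokinase; detection: coupled resazurin fluorescence, excitation 525 nm, emission 613 nm; benchmarks: DMSO-plus-enzyme-mix negative control, buffer-substituted positive control; compound dosing: single 20 µM dose; schedule: 90 min at room temperature in dark; also added: glucose plus 1 mM ATP as hexokinase substrates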
SENP1 FRET inh – inhibitors of human SENP1 SUMO protease catalytic domain. inhibition, % at 10 µM. 360,000 compounds, 0.21% hits. recombinant SENP1 catalytic domain, CyPet-SUMO1-YPet FRET cleavage. Q9P0U3;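 active means inhibition at least 30% at 10 µM, raw YFP signal under a set limit, fluorescence ratio 0.5 to 1.5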;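 further: 0% = enzyme with DMSO and 100% = no enzyme wells; some results filed as inactive read as strong as hits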
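Controls: no-enzyme wells low, DMSO-plus-enzyme wells high control. Test system: human recombinant His6-tagged SENP1 catalytic domain enzyme. Reagent: SFCypet-SUMO1-SFYpet FRET protein substrate, 25 nM final. Doses: one dose per compound, 10 µM, 0.5% DMSO. Detection: FRET, CFP and YFP emission. Timing: 50 min reaction at room temperature.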
SENP8 block-1 – inhibitors of human SENP8 protease | Q96LD8 | 330,000 compounds, 1.2% hits | inhibition, % at 10 µM | purified SENP8, Z-RLRGG-aminoluciferin cleavage, luminescence | AID 2540; in the data active means inhibition above about 50%
Target sequence (Q96LD8 whole entry, looked up): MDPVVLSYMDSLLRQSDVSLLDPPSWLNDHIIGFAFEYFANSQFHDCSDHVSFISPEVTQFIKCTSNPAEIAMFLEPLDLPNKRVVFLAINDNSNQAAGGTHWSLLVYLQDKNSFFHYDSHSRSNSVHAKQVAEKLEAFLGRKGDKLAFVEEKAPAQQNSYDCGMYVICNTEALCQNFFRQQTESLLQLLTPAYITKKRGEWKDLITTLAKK
SENP8 block-2 – inhibitors of human SENP8 protease | 360,000 compounds, 0.64% hits | Q96LD8 | AID 602440 | recombinant SENP8, Nedd8 substrate fluorescence | inhibition, % at 20 µM; in the data active means inhibition mostly above about 40%, no sharp cut-off; inactive means mostly below about 27%
SENP6 inh – SENP6 protease inhibition; inhibition, % at 10 µM; Recombinant SENP6 catalytic domain, aminoluciferin luminescence; AID 2599; 330,000 compounds, 1.8% hits; Q9GZR1;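 active means inhibition above about 50% at the single tested dose, limit read from the data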;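 further: plate controls were DMSO wells with enzyme for no effect and DMSO wells lacking enzyme for full effect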
Target sequence (Q9GZR1 628-1112 limits assumed): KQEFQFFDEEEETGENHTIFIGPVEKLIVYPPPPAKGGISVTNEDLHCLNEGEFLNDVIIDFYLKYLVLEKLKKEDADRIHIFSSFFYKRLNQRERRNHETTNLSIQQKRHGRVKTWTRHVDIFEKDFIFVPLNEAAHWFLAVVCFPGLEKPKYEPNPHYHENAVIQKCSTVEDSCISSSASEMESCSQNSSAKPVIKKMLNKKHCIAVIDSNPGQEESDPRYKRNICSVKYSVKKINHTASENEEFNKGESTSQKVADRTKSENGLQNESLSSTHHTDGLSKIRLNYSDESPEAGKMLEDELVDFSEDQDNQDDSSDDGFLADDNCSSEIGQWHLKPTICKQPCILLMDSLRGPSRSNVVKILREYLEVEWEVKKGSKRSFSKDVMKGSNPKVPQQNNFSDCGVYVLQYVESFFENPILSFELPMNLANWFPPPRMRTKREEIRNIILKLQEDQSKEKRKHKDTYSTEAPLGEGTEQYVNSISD
An asterisk follows results filed as active; / = not tested or not shown.

SMILES	PfGluPho inh	SENP7 inh	Apaf1 inhib	HKDC1 inh	SENP1 FRET inh	SENP8 block-1	SENP8 block-2	SENP6 inh
Cc1ccc(NC(=O)COC(=O)c2c(C)nn(-c3ccccc3)c2C)cc1	13.0	4.6	4.0	-4.9	-2.8	-4.4	1.9	4.2
CC(=O)c1cccc(OC(=O)c2ccccc2)c1	7.6	/	/	0.7	-2.0	/	14.2	/
COc1ccc(NS(=O)(=O)c2cc(NC(=O)/C=C/c3cc(OC)c(OC)c(OC)c3)ccc2N2CCCCC2)cc1	9.8	-2.4	-6.4	-9.8	3.2	-5.5	-54.9	1.3
CN(C(=O)c1cn2ccccc2n1)c1c(N)n(Cc2ccccc2)c(=O)[nH]c1=O	-0.9	-3.0	-6.8	-5.1	2.7	-0.8	3.3	-3.2
CCOC(=O)NC(=O)/C(C#N)=C\Nc1ccc(Cl)cc1Cl	-17.8	-0.7	-3.6	1.4	1.3	0.5	-5.2	-13.8
Cc1nn(-c2ccccc2)c2c1C(=O)N(Cc1ccccc1)C(=O)C(C)(C)C2	-35.0	14.1	14.8	0.4	-1.9	-6.8	11.2	0.2
O=C(O)c1ccc(/C=N/NC(=O)c2cc3c(ccc4ccccc43)o2)cc1	19.9	3.0	12.4	19.0	-2.0	-0.8	-386.2	-17.8
N#Cc1cccc(NC(=O)CCNC(=O)c2ccccc2Cl)c1	-9.2	-4.8	-1.4	3.6	2.4	5.5	7.0	-10.2
Cc1ccc(S(=O)(=O)N2[C@@H](c3ccc(C(C)(C)C)cc3)C(C(=O)O)=CC[C@H]2c2ccc(C(C)C)cc2)cc1	-59.0	-9.7	33.4	12.8	0.8	3.4	3.1	0.4
CC(CN1CCCC1)OC(=O)c1ccc(Br)cc1 (stereo not drawn)	-7.4	0.1	-0.5	3.3	2.1	-2.8	29.4	-23.2
CCc1ccc2[nH]c(C(=O)Nc3ccc(F)cc3Br)cc2c1	0.5	5.2	10.5	4.4	-7.5	-1.7	-27.8	0.7
CC1(C)CC(=O)C2=C(C1)OC(=O)CC2c1cccs1 (stereo not drawn)	-11.2	12.6	-16.8	-5.7	3.8	1.1	17.7	-8.4
Cc1cccc(C)c1OCC(=O)Nc1ccc(S(=O)(=O)Nc2ccccn2)cc1	10.3	5.5	18.6	-5.5	0.3	1.2	-239.5	-1.7
Cc1ccc(/C=N/NC(=O)C(C)NC(=O)c2ccccc2)cc1 (stereo not drawn)	0.8	-1.0	41.2*	-8.6	1.9	-1.0	5.7	5.0
COc1cc(C(=S)N2CCOCC2)ccc1OC(=O)c1cccc(C)c1	15.7	-3.4	13.8	-4.3	2.8	-0.2	7.1	7.4
CCC1C(=O)NCCN1C(=O)c1ccc2nc(Cc3cccc(Cl)c3)oc2c1 (stereo not drawn)	1.7	10.5	0.1	-3.7	-1.7	-6.1	-2.1	-4.6
COc1ccc(C(c2nnnn2CC2CCCO2)N2CCC(C(N)=O)CC2)cc1 (stereo not drawn)	8.1	-2.0	-3.6	-5.0	0.7	-2.9	5.0	-16.7
CC(C)CC(=O)NNC(=O)c1ccc(Cl)cc1	-6.1	4.1	-11.0	-4.3	-0.6	-4.4	10.8	2.7
O=C(Nc1cccc(S(=O)(=O)N2CCCCCC2)c1)C1=COCCO1	24.0	5.5	-5.8	3.4	2.1	2.6	9.9	-7.2
C=CCn1c(O)c(/C=C2\C=NN=C2c2ccccc2)sc1=S	9.5	-11.5	14.6	1.9	-5.5	-12.7	20.5	-22.6
Cn1c(-c2ccccc2)cc2onc(-c3ccccc3)c2c1=O	14.3	94.9*	1.6	5.1	2.0	95.1*	15.0	95.4*
NC(=O)Cc1ccc(C(=O)CSc2nnc(-c3ccncc3)n2C2CC2)s1	41.5	10.5	-2.1	10.7	-0.7	-0.9	11.3	-12.9
COC(=O)C1CCN(S(=O)(=O)c2ccc(OC)cc2)CC1	-4.3	1.1	-4.3	-1.0	0.6	3.9	6.4	-5.0
CCCn1c(=NC(=O)c2ccncc2)c(C#N)cc2c(=O)n3cccc(C)c3nc21	-1.1	/	/	-1.9	-37.7	/	-102.3	/
O=C(COc1cc(Cl)ccc1Cl)Nc1ccc2[nH]c(=O)[nH]c2c1	24.4	9.9	3.2	-3.6	-1.0	-2.1	-8.6	-14.5
SMILES	PfGluPho inh	SENP7 inh	Apaf1 inhib	HKDC1 inh	SENP1 FRET inh	SENP8 block-1	SENP8 block-2	SENP6 inh
CCOC(=O)c1c(C)c(C)n(Cc2cccc(OC)c2OC)c1C	9.8	-5.9	7.4	-3.7	-3.8	-8.3	-7.1	-19.6
CN(CC(=O)Nc1ccc(F)cc1)C(=O)c1ccc(-c2ccc(Cl)cc2)o1	11.0	-7.5	22.0	6.2	-1.8	-13.7	-23.1	-9.3
Cc1cccc(NC(=O)Nc2ccc(OCc3ccccc3)cc2)n1	4.6	-2.5	7.0	-4.1	1.1	-7.4	13.3	-32.9
O=C(O)CC1Cc2ccccc2C1C(=O)O (stereo not drawn)	-3.5	/	/	-3.9	0.6	/	8.5	/
CCOC(=O)N1CCN(S(=O)(=O)CCNC(=O)c2ccccc2)CC1	-15.2	-3.6	-0.9	-2.9	0.8	0.4	11.0	9.8
C=CCc1cccc(/C=N/NC(=O)CCC(=O)Nc2ccc(C)cc2)c1O	-11.5	-4.6	-4.9	-15.1	0.1	-6.9	-3.4	-9.4
C[C@@H]1COC(=O)[C@H](NC(=O)OCC2c3ccccc3-c3ccccc32)C/C=C\C[C@@H](CC(=O)N[C@H](CO)Cc2ccccc2)C(=O)N1	-0.9	1.7	31.5	-2.7	0.0	1.2	6.3	-4.6
CN(C)S(=O)(=O)c1ccc(C(=O)Nc2cccnc2)cc1	-3.5	4.0	-18.4	-5.6	4.8	-2.2	11.6	9.3
O=C(COC(=O)Cc1c[nH]c2ccccc12)Nc1cccc2ccccc12	11.6	-1.8	9.4	3.4	1.9	-5.2	7.9	-17.1
O=C(Nc1ccccc1)N(Cc1cccnc1)Cc1ccco1	7.3	-11.4	-7.4	-11.5	-0.6	-8.4	13.0	-7.7
COCc1cc(=O)c2ccccc2o1	-2.6	-0.7	1.6	-4.2	-0.6	9.7	17.5	-13.7
CCc1nc(N)c(C#N)c(-c2cccnc2)c1C	-9.3	-0.1	-2.5	-13.0	1.7	0.6	-143.0	-4.9
N#Cc1cccc(NC(=O)CSc2nnc(-c3n[nH]c4ccccc34)o2)c1	25.8	-2.9	4.4	0.0	1.4	-2.0	-0.8	-16.2
O=C(CSc1nnnn1C1CCCCC1)NCc1cccs1	-13.4	1.9	-9.1	-6.2	1.6	-3.1	4.5	-3.7
Cc1ccc(S(=O)(=O)Nc2ccc(S(=O)(=O)Nc3nccs3)cc2)c([N+](=O)[O-])c1	25.6	3.6	10.7	6.7	0.3	2.0	-0.9	12.3
CCSC1(SCC)N=C(N)C2(C#N)C(c3ccccc3)NC(C)=C(C)C12C#N (stereo not drawn)	-12.6	/	/	-2.9	-0.6	/	-5.7	/
OC(CNCCc1ccc(C(F)(F)F)cc1)COc1ccc2ccccc2c1 (stereo not drawn)	25.6	-9.2	15.9	-3.4	1.3	-13.4	16.2	-13.3
Cc1nc2ccccc2n1CC(=O)OCC(=O)N1CCC(C)CC1	7.4	-15.9	14.8	-7.9	1.6	-16.9	9.1	7.7
Nc1nc(N2CCOCC2)cc(=O)[nH]1	-27.5	2.5	-2.6	-9.4	-44.4	16.1	12.0	7.0
Cc1ccc(S(=O)(=O)N2CCOCC2)cc1NC(=O)COC(=O)c1ccc2c(c1)OCO2	-14.9	-7.6	0.6	-6.3	2.1	-2.3	-5.1	-1.6
Cc1ccc2c(CN3CCCCC3C)cc(=O)oc2c1C (stereo not drawn)	4.7	-2.3	-49.6	-0.8	-1.3	-8.7	9.1	-8.6
Cc1ccc(N)c(C(O)(C(F)(F)F)C(F)(F)F)c1	33.4	-2.0	3.7	-0.2	-7.9	-12.1	6.9	-16.8
O=C(NCCCN1CCN(CCCNC(=O)c2ccccc2F)CC1)c1ccccc1F	-6.0	-0.3	2.2	-1.9	1.9	-1.4	16.7	-5.9
COc1ccc(-n2c(SCC(=O)Nc3cccc4ccccc34)nc(O)cc2=O)cc1	7.0	-5.4	18.3	4.9	1.1	-1.7	-1.7	-33.3
COc1ccc(/C=C\C(=O)Oc2cccc(/C=N/NC(=O)Cc3ccc(OC)c(OC)c3)c2)cc1	25.0	33.2	20.6	-3.1	0.6	10.8	6.2	49.0

Sorted by the number under SENP6 inh (falling): 4 of the compounds above.
mol | PfGluPho inh | SENP7 inh | HKDC1 inh | SENP1 FRET inh | SENP6 inh
Cn1c(-c2ccccc2)cc2onc(-c3ccccc3)c2c1=O | 14.3 | 94.9* | 5.1 | 2.0 | 95.4*
CCc1nc(N)c(C#N)c(-c2cccnc2)c1C | -9.3 | -0.1 | -13.0 | 1.7 | -4.9
C=CCn1c(O)c(/C=C2\C=NN=C2c2ccccc2)sc1=S | 9.5 | -11.5 | 1.9 | -5.5 | -22.6
COc1ccc(-n2c(SCC(=O)Nc3cccc4ccccc34)nc(O)cc2=O)cc1 | 7.0 | -5.4 | 4.9 | 1.1 | -33.3

Remaining list, next part.
SMILES	PfGluPho inh	SENP7 inh	Apaf1 inhib	HKDC1 inh	SENP1 FRET inh	SENP8 block-1	SENP8 block-2	SENP6 inh
Cc1[nH][nH]c(=O)c1N=Nc1ccc(S(N)(=O)=O)cc1	-1.5	12.5	-2.3	-4.0	2.9	-10.9	12.3	0.1
CS(=O)(=O)N(CC(=O)N1CCN(c2ccccc2)CC1)c1cc(C(F)(F)F)ccc1Cl	-10.1	-2.4	-2.1	0.2	1.7	-3.7	4.8	-1.4
COC(=O)c1ccc(COC(=O)CNC(=O)c2cccc(OC)c2)o1	4.6	-4.2	11.4	-4.8	-0.7	-9.5	17.3	1.0
C/C=C(/C)C(=O)O[C@@H]1[C@H](OC(C)=O)c2c(ccc3ccc(=O)oc23)OC1(C)C	-10.2	-4.8	4.5	-27.5	-0.1	-5.6	-104.1	7.0
O=C(NCC1CCCO1)c1cc2ccccc2o1 (stereo not drawn)	-3.3	0.4	-11.5	-6.8	1.2	2.3	2.6	-6.4
CC(C)(C)NC(=O)C[C@H]1C[C@H](C(=O)N2CCOCC2)[C@@]2(C)c3[nH]c4cc(-c5ccco5)ccc4c3CCN2C1=O	13.8	-1.1	13.0	6.7	-9.2	/	-391.9	/
CCC(C)(C)NC(=O)CSc1nc(Cc2ccccc2)nc2ccccc12	-2.7	9.7	14.7	1.1	0.6	3.1	28.5	-11.4
CCCCCN1CSC(=S)N(Cc2ccccc2)C1	5.4	-0.5	13.0	5.5	4.6	-0.5	17.8	0.3
CCC1(c2ccccc2)NC(=O)N(CC(=O)Nc2cc(S(=O)(=O)N3CCCCCC3)ccc2OC)C1=O (stereo not drawn)	30.7	10.3	20.2	2.1	2.4	2.2	1.5	0.6
O=C(O)C1=C(C(=O)Nc2cccc(C(F)(F)F)c2)CCCC1	-2.4	-3.4	0.2	9.2	-0.4	-6.0	13.4	-15.4
O=C(Nc1ccccc1)N1CCN2C(=O)c3ccccc3C12c1ccccc1 (stereo not drawn)	1.5	-7.7	14.3	-0.1	0.6	-3.7	1.2	-12.4
CCC(CC)C(=O)Nc1ccc(Nc2ccccc2)cc1	18.1	7.4	10.6	6.0	0.8	-0.3	9.9	13.5
Cc1cccc(N2CCN(c3nnnn3-c3ccccc3)CC2C)c1 (stereo not drawn)	-0.9	5.0	8.9	1.3	-1.6	1.5	14.6	-7.7
